HSP90 inh = blocks HSP90-mediated luciferase refolding in reticulocyte lysate | AID 1789 | hit rate 0.91% among 290,000 | Rabbit reticulocyte lysate, luciferase refolding luminescence, 3 h | inhibition, % at 5.6 µM;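 active = inhibition above the screen-wide mean plus 3 SD, computed separately per campaign, cut at about 16% in these data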;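 also: 0% = DMSO wells and 100% = 60 µM geldanamycin wells; inhibitors lower the luminescence because luciferase stays unfolded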
aSyn UTR inh = 5' untranslated region of α-synuclein, MLPCN primary screen | alpha-synuclein 5'UTR reporter, inhibitor activity | inhibition, % (tested at 7.5 µM) | hit rate 0.82% among 300,000; in the data active = inhibition above about 60%; inconclusive = no clear call, values can overlap the other calls;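 also: H4 neuroglioblastoma cells stably carrying SNCA 5'UTR luciferase fusion; 0% = DMSO wells and 100% = positive control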
HSF1 inhib = HSF1 inhibition. NIH3T3-HGL HSE-luciferase, MG132-induced, luminescence 8 h; hits give low values. activity change, negative = inhibition, % at 7.5 µM (by protocol). hit rate 0.77% among 300,000. AID 2098;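 active = more than half of replicate wells show activity change below -50%, luminescence cut by over half; inconclusive = some wells, but at most half, below -50%; inactive = no replicate well below -50%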;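 also: luciferase reports HSF-1 transcriptional activity via heat shock element; 0% = median of DMSO wells and -100% = zero luminescence signal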
HSF-1 act = increases HSF-1 driven luciferase reporter signal; activation, % at 9 µM; hit rate 1.7% among 300,000; AID 504408; NIH3T3-HGL HSF-1 luciferase reporter, MG132, 8 h; 100% = twice DMSO control signal;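 active = mean replicate activation of at least 50% with a set share of replicates each reaching 50%; inconclusive = only one of those two conditions met; inactive = mean below 50% and too few replicates reaching it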;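 also: 0% = median of the neutral control wells and 100% = twice that signal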
HIF act = HIF pathway transcriptional activation; U2OS HRE-luciferase reporter, luminescence; normalized: DMSO 0%, desferrioxamine 100%; activation, % at 7.5 µM (by protocol); hit rate 0.32% among 300,000; AID 1910;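 active = mean activation of at least 10% of the iron chelator positive control signal, with at least half of replicates also reaching 10%; inconclusive = mean and replicate majority disagree about reaching 10%; inactive = mean and most replicates under 10%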
AI-2 QS mod = modulates the Vibrio harveyi AI-2 quorum sensing system. Vibrio harveyi JMH597 AI-2 luminescence/OD600 ratio, 9 h; hits give low values; strain lacks LuxN and CqsS sensors; 0 = neutral-control median. activity change, % at 7.5 µM. hit rate 0.4% among 300,000. AID 2094; in the data active = activity change below about -75%, passing the limit was not always enough; inconclusive = no clear call, values can overlap the other calls;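 also: luminescence divided by OD600 gain over 9 h not by final OD600 alone; inactives centre near 13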
IEC-6 cytotox = IEC-6 cytotoxicity, counter-screen for KLF5 inhibitors; luminescence viability; inhibition, % at 5 µM; hit rate 0.78% among 290,000; in the data active = inhibition above about 22%;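 also: 0% = plate median of test compound wells and 100% = cytotoxic reference compound wells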
Platelet DG rel = platelet dense granule release activity; inhibition, %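 (compounds screened at 7.5 µM in platelet-rich plasma)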; hit rate 0.22% among 300,000; AID 1663; human platelet-rich plasma, SFLLRN dense granule ATP release, luminescence;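 active = mean replicate score, as percent of positive control, at or above 50; inconclusive = mean below 50 but at least one replicate at or above 50; inactive = mean and every replicate below 50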
KLF5 inh = suppresses KLF5 promoter-driven expression | DLD-1 KLF5 promoter-luciferase reporter, luminescence | inhibition, % at 5 µM | hit rate 0.23% among 290,000;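 active = inhibition above a per-plate limit of that plate's mean compound inhibition plus 3 SD, cut at about 60% in these data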;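 also: 0% = DMSO wells and 100% = LY294002 at 200 µM; higher means less KLF5 promoter-driven luciferase light; inactives centre near -14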
SKKanGAS inh = SKKanGAS growth inhibition; inhibition, % at 7.5 µM; S. pyogenes SKKanGAS, kanamycin growth, BacTiter-Glo, 6 h; hit rate 1.3% among 300,000; AID 1662;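 active = mean replicate score, as percent of positive control median, at least 50; inconclusive = mean below 50 but one replicate at or above 50; inactive = mean and every replicate below 50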;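 also: strain carries kanamycin resistance gene driven by streptokinase promoter and grows in 40 µg/ml kanamycin; loss of luminescence reflects streptokinase promoter inhibition or plain growth inhibition; 0% = median of DMSO wells and 100% = positive control at its reference dose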
An asterisk follows results filed as active; u = inconclusive; x = no result given.

SMILES	HSP90 inh	aSyn UTR inh	HSF1 inhib	HSF-1 act	HIF act	AI-2 QS mod	IEC-6 cytotox	Platelet DG rel	KLF5 inh	SKKanGAS inh
CN(C(=O)COC(=O)CNC(=O)C12CC3CC(CC(C3)C1)C2)c1ccccc1	1	9	-4	5	0.4	4	3	-13	-51	1
COC(=O)Cn1c(O)c(N=NC(=O)OC)c2ccccc21	1	4	2	5	0.1	4	-3	0	-9	5
Cc1ccc(-n2ccc(-c3nn(-c4ccccc4)ccc3=O)n2)cc1	-3	9	2	-3	-0.3	13	0	2	-2	4
COC(=O)C1=C(C(=O)OC)C2(OC1c1cccc(F)c1)C(=O)c1ccccc1C2=O (stereo not given)	2	-11	-1	20	-0.7	8	2	-2	-13	1
Fc1cc(Br)ccc1NC(=S)Nc1cccnc1	0	-7	-1	20	-0.1	1	0	-1	-6	9
CCOc1ccccc1CNC(=O)c1cc2oc3ccccc3c2n1C	2	u	3	-4	-0.8	19	-8	-3	-38	19
COc1cc(NC(=O)c2cc3nc(-c4ccccc4)cc(-c4ccccc4)n3n2)cc(OC)c1OC	-2	6	-20	-11	-0.6	12	-4	-6	-28	54*
CCCn1nc(-c2nnc(-c3ccc(C)c(C)c3)o2)c2ccccc2c1=O	1	-30	-45	-48	-0.1	-9	3	5	-28	-2
CCOC(=O)N1CCN(C(=O)c2cc(C)c3c(C)nn(-c4ccccc4)c3n2)CC1	1	0	4	-4	-0.3	23	-3	-1	4	1
CNC(=O)Nc1ccccc1F	7	-1	-7	24	1.0	0	-3	-6	-16	-2
Cc1cc(C)n(CC(C)(O)c2ccccc2)n1 (stereo not given)	x	17	-1	-4	-2.3	44	x	1	x	-3
COc1ccccc1CCC(=O)Nc1ccc2c(c1)CN(Cc1ccc(CO)o1)CC2	4	10	1	18	0.0	24	0	-8	-31	3
COCCNC(=O)C(c1ccc(C)o1)N(C(=O)Cn1nnc2ccccc21)c1ccccc1 (stereo not given)	-1	-15	-1	1	-0.3	34	-6	7	-12	-12
COc1ccc(C(=O)N/C(=C\c2cn(C)c3ccccc23)C(=O)N2CCN(C)CC2)cc1OC	-4	-7	-1	-14	-0.2	28	-2	-1	-13	4
O=C(CSc1ncccn1)N1CCCC1	-2	-12	-4	-11	-0.5	4	1	-11	-13	0
COC(=O)C(C)Sc1nc2c(cnn2-c2ccc(C)cc2)c(=O)[nH]1 (stereo not given)	-1	14	5	-12	0.5	11	2	2	-25	40
Cc1cc(C)cc(NC(=O)CCc2nc3ccccc3[nH]2)c1	6	21	8	-3	0.5	21	6	-2	-24	-8
COc1ccc(S(=O)(=O)N(C)C)cc1NC(=O)CCNC(=O)c1ccco1	-1	11	1	18	-0.4	19	-1	6	-13	-1
CCOC(=O)CNC(=O)c1cc(OC)cc(OC)c1	3	9	-10	0	-0.2	13	-1	-1	-4	5
Cc1nnc(NC(=O)CN2C(=O)NC3(CCCC3)C2=O)s1	x	1	-1	2	1.1	9	x	17	x	2
CC(CC(=O)N1CCc2ccccc21)S(=O)(=O)c1ccc2c(c1)NC(=O)CO2 (stereo not given)	0	6	5	37	-0.3	11	-9	-8	-31	-2
C=CCc1cccc([C@@H]2[C@@H](C)CC[C@H]3C(=O)N4[C@@H](c5cc(OC)c(OC)c(OC)c5)c5[nH]c6ccccc6c5C[C@H]4C(=O)N23)c1	9	31	-1	-5	-0.1	11	34*	1	35	26
Cc1ccc(S(=O)(=O)N(CC(=O)NCc2ccncc2)Cc2ccccc2F)cc1	1	10	6	-1	-0.1	18	-1	-5	-21	-3
Cc1cc(C)cc(C(=O)NCC(=O)NCCc2c[nH]c3ccccc23)c1	2	18	-4	21	-0.2	18	-2	-2	22	-6
CCCCNC(=O)C1CCCN1C(=O)NC1CCCCC1 (stereo not given)	1	-2	-5	-15	0.0	26	-4	2	-3	-2
(continued)
SMILES	HSP90 inh	aSyn UTR inh	HSF1 inhib	HSF-1 act	HIF act	AI-2 QS mod	IEC-6 cytotox	Platelet DG rel	KLF5 inh	SKKanGAS inh
CC1=C(C(=O)Nc2ccc(F)cc2)C(c2cccc(C)c2)n2nc(CCCO)nc2N1 (stereo not given)	-3	-11	8	23	-0.4	6	-8	-2	-9	0
COc1cc2c(cc1NC(=O)Nc1ccc(C)cc1)oc1ccccc12	-3	-49	13	-2	2.7	25	-9	-7	-38	3
Cc1cc(C)n(CCNC(=O)C2CCC(=O)N(Cc3ccc(Cl)cc3)C2)n1 (stereo not given)	-4	-13	-4	3	-0.1	12	6	12	-27	-1
COc1ccc(N2C(=O)NC(=O)C2=O)cc1	0	12	1	-1	0.1	7	-2	3	-9	1
CC(C)Oc1ccc(C(=O)NCC(=O)O)cc1	6	0	0	-6	0.2	17	-1	17	-1	-2
O=C(Nc1ccncc1)c1ccc(Cl)c([N+](=O)[O-])c1	-4	-40	-1	-15	-0.7	26	0	2	-26	6
Cc1nccc(-c2cccc(NC(=O)c3ccccc3Cl)c2)n1	-2	6	-2	4	-0.5	26	-4	-3	-9	9
CC(C)(C)OC(=O)CNC(=O)c1nc[nH]c1C(=O)NCC(=O)OC(C)(C)C	x	-9	-1	2	0.5	17	x	-2	x	-2
CC(OC(=O)CCCc1nc2ccccc2s1)C(N)=O (stereo not given)	-4	10	0	-5	0.8	27	0	4	-5	-7
O=C1C2C3C=CC(C3)C2C(=O)N1Nc1ccccc1 (stereo not given)	-1	5	-1	-4	0.1	25	-9	2	-22	3
O=c1oc2ccccc2c2c1ncn2C1CCCCC1	4	27	-9	-6	-0.5	32	4	4	6	1
Cc1ccc2oc(=O)n(CCOc3ccccc3)c2c1	-2	-39	11	18	2.8	2	0	-1	-5	6
CSc1nnc2ccc(-c3cccs3)nn12	0	16	9	9	0.3	8	5	-36	0	-28
N#CCC(=O)N/N=C/c1coc2ccccc2c1=O	-1	6	-8	-2	0.4	5	-2	8	-13	2
O=C(O)c1nccnc1C(=O)Nc1ccc(Cl)cc1Cl	2	-2	-1	-25	0.9	4	-2	2	-18	5
Cc1ccc(NC(=O)c2cc([N+](=O)[O-])ccc2NCc2cccnc2)cc1	-1	16	5	9	-0.3	-7	-2	-3	-18	2
CCn1c(NC(=O)c2ccc(COc3ccc(C)cc3[N+](=O)[O-])o2)nc2ccccc21	2	19	-2	-1	-0.2	-19	3	10	-26	31
O=C(NCCCN1CCCC1)c1ccc(CS(=O)(=O)c2c(Cl)cccc2Cl)o1	2	-19	0	4	0.3	6	-1	4	-5	-6
NC(=O)[C@H]1CC2(CC(c3cccc(NC(=O)COc4ccc(Cl)cc4)c3)=NO2)CN1C(=O)c1ccccc1C(=O)c1ccccc1 (stereo not given in full)	x	-1	27	26	0.0	9	x	-3	x	44
Cc1nc(-c2cc(C#N)c(Sc3ccc(Cl)cc3Cl)nc2C)cs1	-1	11	2	-1	-0.2	25	2	7	-11	-12
CCCc1cc(=O)n2[nH]c(NCc3ccc(Cl)cc3Cl)nc2n1	0	-17	-3	-9	-0.6	3	-3	0	2	9
O=C(COc1ccc([N+](=O)[O-])cc1)Nc1ccccc1N1CCCC1	-2	17	9	-3	-0.5	14	-3	2	0	1
Cc1cc(C)c(C(=O)CSc2nc3ccccc3c(=O)[nH]2)cc1C	0	13	0	-6	-0.5	13	71*	3	-54	6
CCOC(=O)N1CCC(N(C(=O)Nc2ccc(Cl)c(Cl)c2)C(C)CC)CC1 (stereo not given)	0	-4	-7	-4	x	14	4	-10	-37	-9
COc1cccc2c1O/C(=N\O)C(C(=O)Nc1ccc(C)cc1)C2 (stereo not given)	4	-31	8	25	1.6	-89*	52*	0	24	-4
Next section.
SMILES	HSP90 inh	aSyn UTR inh	HSF1 inhib	HSF-1 act	HIF act	AI-2 QS mod	IEC-6 cytotox	Platelet DG rel	KLF5 inh	SKKanGAS inh
Nc1ccc(S(=O)(=O)NCc2ccccn2)cc1	0	-6	0	5	-0.2	27	0	1	-9	-5
CCCOc1cccc(C2C(C(=O)c3ccc(C)o3)=C(O)C(=O)N2c2nc(C)c(C(C)=O)s2)c1 (stereo not given)	5	16	37	30	-0.3	12	-11	10	-29	37
CCOC(=O)C1=C(N)Oc2ccc3ccccc3c2C1c1cccc(O)c1 (stereo not given)	2	-5	5	23	1.4	3	5	-1	2	7
Cc1cc(=O)oc(C)c1C(=O)NC1CCCCCCC1	1	10	1	-5	-0.8	-7	-5	-2	-14	13
O=C(NCC1CCCO1)c1ccc(CSCc2cccc(F)c2)o1 (stereo not given)	1	-7	1	-7	0.5	3	-2	1	-5	-13
Cc1ccc(C(C)NC(=S)NC2CCCCC2)c(C)c1 (stereo not given)	-2	4	4	12	-0.8	6	-12	-15	-14	3
Cc1cccc(C)c1OCCCCn1cnc2ccccc2c1=O	4	-17	8	21	0.5	34	-1	-7	0	-12
Cc1c(C(=O)NCCSCc2ccco2)cccc1[N+](=O)[O-]	1	25	-14	-14	0.5	28	2	-3	-46	13
CCS(=O)(=O)c1ccc2oc(SCC(=O)c3ccco3)nc2c1	0	-19	1	-2	0.5	-18	-2	-3	-18	1
COCCn1c(SCC(=O)N2CCC(C)CC2)nc2ccccc2c1=O	5	-19	2	-3	-0.2	19	4	0	-8	-4
O=C1CSC(=S)N1c1cccc(F)c1	4	2	0	-19	-27	-21	7	-7	-13	-7
CCOc1cc(S(=O)(=O)N2CCCCC2)ccc1Cl	-4	4	-1	-11	0.1	8	2	-5	-17	14
CCCn1c(N)c(N(CCOC)C(=O)COC(=O)CSc2cc(C)c3ccccc3n2)c(=O)[nH]c1=O	x	21	0	14	0.3	6	x	-1	x	-1
O=C(NC1CCCCC1)N(Cc1ccc(F)cc1)Cc1nc2ccccc2c(=O)[nH]1	7	18	28	u	-31	27	7	-3	-19	0
O=C(O)c1cccc(Nc2ncnc3c2cnn3-c2ccccc2)c1	15	-101	-1	14	0.7	-24	-2	6	-94	3
O=C(N/N=C/c1cccc(Oc2ccccc2)c1)c1cc[n+]([O-])cc1	-2	8	-36	-50	-0.2	8	-2	1	-40	-5
CC(C)Nc1nc(Cl)nc(NN(C)c2nc(N(C)C)nc(N(C)C)n2)n1	3	19	2	-1	-0.6	7	-4	-5	-20	-5
CCOc1ccc(/C=C/C(=O)c2c(O)c3ccccc3oc2=O)cc1	-5	-12	-1	16	-0.4	2	-4	7	-24	-4
CCCCNC(=O)C1c2ccccc2Oc2ccccc21	6	-2	-11	-15	-0.3	15	-2	20	-27	-4
CC(C)OC(=O)/C(C#N)=C/c1cn(C)c2ccccc12	7	-58	8	4	0.9	13	2	10	-2	-14
COc1ccc(C2CC(c3ccccc3)=NN2C(=O)COC(=O)c2nc3nc(C)cc(C)n3n2)cc1 (stereo not given)	-1	-16	5	-8	0.0	9	2	-1	8	12
COc1ccc(CNC(=O)c2nc(S(=O)(=O)Cc3ccccc3)ncc2Cl)cc1	-1	u	227	248*	0.7	4	50*	6	20	-5

Screens: PubChem, several laboratories
